TDP1 cell CPT: growth inhibition of DT40 Tdp1-/-;hTDP1 cells with camptothecin (screen for TDP1 inhibitors). chicken DT40 Tdp1-/-;hTDP1 cells + 20 nM CPT, ATP luminescence, 48 h. Potency, µM (series often up to 46.2 µM), for inactives: at the top dose activity change, negative = growth inhibition, most hits filed as inhibitors. actives 12% (n = 420,000). AID 686979; further: nearly all actives have a fitted effect of over 55% in size
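Chicken DT40 Tdp1-/- cells complemented with human TDP1, 400 cells/well, exposed to compounds plus 20 nM camptothecin for at least 48 h at 37 C; viability read as ATP content by CellTiter-Glo luminescence.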
N370S GC mod: N370S glucocerebrosidase modulation, Gaucher chaperone candidate; N370S GC spleen homogenate, 4MU-glucoside fluorescence; Potency, µM (top dose mostly 59.4 µM), for the others: top-dose activity change, negative = inhibition, usual class: inhibitors; actives 0.092% (n = 330,000);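 further: 0% = full enzyme activity and -100% = no enzyme basal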
FEN1 inh: inhibitors of human flap endonuclease 1 | P39748 | Recombinant FEN1 flap cleavage, fluorescence, 15 min | Potency, µM (top dose mostly 114 µM), for the others: top-dose activity change, negative = inhibition, most hits filed as inhibitors | actives 0.35% (n = 390,000) | AID 588795; further: nearly all actives have a fitted effect of over 65% in size
Target sequence (P39748 whole entry, looked up): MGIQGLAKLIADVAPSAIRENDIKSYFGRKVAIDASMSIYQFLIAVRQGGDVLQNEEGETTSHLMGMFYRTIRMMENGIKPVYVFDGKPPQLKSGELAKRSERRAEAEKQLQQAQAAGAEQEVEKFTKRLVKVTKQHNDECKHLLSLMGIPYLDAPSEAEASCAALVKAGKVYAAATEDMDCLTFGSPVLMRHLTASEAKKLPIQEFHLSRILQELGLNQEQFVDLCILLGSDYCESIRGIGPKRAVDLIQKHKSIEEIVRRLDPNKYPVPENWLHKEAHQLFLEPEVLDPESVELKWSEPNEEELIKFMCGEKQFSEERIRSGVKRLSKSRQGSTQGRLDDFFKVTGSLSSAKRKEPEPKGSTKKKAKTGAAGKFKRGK
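Quantitative HTS format: each compound was titrated, incubated with 10 nM nuclease for 15 min at room temperature, then challenged with flap substrate at 50 nM final. Signal change over 15 min gave concentration–effect curves.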
Starred values were filed as active, the others as inactive; & = joins results of further samples. The call rests on the fitted dose curve; in most records, active means well fitted curve in the direction sought with a large enough effect; inconclusive means small, poorly fitted or top-dose-only effect, or another doubt; inactive means no such curve, though single readings can be large; an effect the other way counts as inactive or inconclusive. Unless noted, on the % scale 0 is the no-effect control and ±100 the full control effect; potency means the concentration at half of the fitted maximal effect. These rows are one share of the data. The share of hits here may be higher or lower than overall.

Screening COc1ccc(/C=N/NC(=O)CCn2nnc3ccccc32)cc1 returned TDP1 cell CPT -2%, N370S GC mod -1% and FEN1 inh -8%.
For Oc1ccccc1C(=S)N1CCN(c2cccc(Cl)c2)CC1 the results were TDP1 cell CPT 23µM*, N370S GC mod 0% and FEN1 inh 1%.
COc1ccc(/C=C/C(=O)c2cc(F)ccc2OC(=O)c2ccccc2OC)cc1OC was read as TDP1 cell CPT 4.1µM*, N370S GC mod -11% and FEN1 inh -18%.
Screening O=C(Cn1c(=O)[nH]c2ccccc2c1=O)N1CCN(Cc2ccc3c(c2)OCO3)CC1 returned TDP1 cell CPT inconclusive, N370S GC mod -3% and FEN1 inh 0%.
Screening COc1ccccc1CNC(=O)C(=O)Nc1ccc(C(=O)N2CCC(C)CC2)cc1 returned TDP1 cell CPT -7%, N370S GC mod -2% and FEN1 inh 15%.
`Cc1cc(=O)oc2cc(OCC(=O)N3CCN(C(=O)C4COc5ccccc5O4)CC3)ccc12` (configuration not stated) gave TDP1 cell CPT inconclusive, N370S GC mod 1% and FEN1 inh -17%.
For COc1ccccc1CNC(=O)[C@H](CCSC)NC(=O)[C@@H]1Cc2ccccc2CN1 the results were TDP1 cell CPT -15%, N370S GC mod 2% and FEN1 inh 2%.
Screening Cc1cc(F)ccc1S(=O)(=O)Nc1c(C)n(C)n(-c2ccccc2)c1=O returned TDP1 cell CPT 0%, N370S GC mod 1% and FEN1 inh 20%.
`COCc1cc(CN2CCCC(C(=O)Nc3ccc(-c4ccco4)cc3)C2)ccc1OC` (configuration not stated) gave TDP1 cell CPT inconclusive, N370S GC mod -18% and FEN1 inh -17%.
O=C(O)CC1SC(=Nc2ccccc2)N(c2ccccc2)C1=O (configuration not stated) was read as TDP1 cell CPT -1%, N370S GC mod -4% and FEN1 inh -9%.
Screening CCSc1nnc(-c2ccccc2N)c(=O)[nH]1 returned TDP1 cell CPT -14%, N370S GC mod 3% and FEN1 inh 1%.
Screening CN(C)S(=O)(=O)c1ccc2c(c1)C(=NNC(N)=O)c1cc(S(=O)(=O)N(C)C)ccc1-2 returned TDP1 cell CPT 16µM*, N370S GC mod 2% and FEN1 inh -3%.
`O=C(C[n+]1cccc(Br)c1)c1ccc(F)cc1` gave TDP1 cell CPT -4% and FEN1 inh 11%.
Cc1ccc(NC(=O)COc2ccc(/C=C3/NC(=O)NC3=O)cc2)cc1 was read as TDP1 cell CPT -9%, N370S GC mod 0% and FEN1 inh -5%.
Screening c1ccc(-c2cnnc3ccccc23)cc1 returned TDP1 cell CPT -29%, N370S GC mod -6% and FEN1 inh -5%.
`COc1ccc(OC)c(S(=O)(=O)N2CCC(C(=O)Nc3cccc(C(F)(F)F)c3)CC2)c1` gave TDP1 cell CPT 18µM*, N370S GC mod -5% and FEN1 inh -6%.
`Cc1ccc(CN2CCC(c3nc4ccc(Cl)cc4[nH]3)CC2)cc1` gave TDP1 cell CPT 16µM*, N370S GC mod 8% and FEN1 inh 2%.
For O=C(NCCCn1ccnc1)c1ccc(Cl)c(S(=O)(=O)N2CCOCC2)c1 the results were TDP1 cell CPT -1%, N370S GC mod 4% and FEN1 inh -2%.
`S=c1[nH]nc(Cc2ccc(Cl)cc2)o1` gave TDP1 cell CPT -16%, N370S GC mod -3% and FEN1 inh 14%.
Screening CC(=O)Oc1ccccc1C(=O)OCCN=C1NS(=O)(=O)c2ccccc21 returned TDP1 cell CPT -4%, N370S GC mod -4% and FEN1 inh -4%.
Screening CCOc1ccc(N(CC(=O)OC)S(=O)(=O)c2ccc3c(c2)n(C)c(=O)c(=O)n3C)cc1 returned TDP1 cell CPT -1%&0%, N370S GC mod -5% and FEN1 inh 16%&-6%.
`O=C(Nc1ccc(Cl)c(-c2nc3ccccc3[nH]2)c1)c1cccnc1` gave TDP1 cell CPT inconclusive, N370S GC mod 1% and FEN1 inh -12%.
`Cc1cc(SC(C)C(=O)O)nc2ccccc12` (configuration not stated) gave TDP1 cell CPT -28%, N370S GC mod 10% and FEN1 inh 21%.
CC(C)c1nnc(NC(=O)c2cc3ccccc3o2)s1 was read as TDP1 cell CPT 14%, N370S GC mod 3% and FEN1 inh 11%.
For COc1ccccc1CNC(=O)C1CCCN(S(=O)(=O)c2cccc3cccnc23)C1 (configuration not stated) the results were TDP1 cell CPT inconclusive, N370S GC mod 2% and FEN1 inh 1%.
Screening CCOC(=O)Nc1ccc2c(c1)N(C(=O)OCCN(C)C)c1ccccc1CC2 returned TDP1 cell CPT 18µM*, N370S GC mod -1%&6% and FEN1 inh -4%&-11%.
Screening COc1cccc(C(=O)NCC2(c3ccccc3)CCCC2)c1OC returned TDP1 cell CPT 18µM*, N370S GC mod 2% and FEN1 inh -4%.
Screening CN(C(=O)COC(=O)c1ccccc1OCc1ccc(F)cc1)C1CCS(=O)(=O)C1 (configuration not stated) returned TDP1 cell CPT 0% and FEN1 inh -4%.
Screening O=C(N/N=C/C1CC=CCC1)c1cc(-c2cccnc2)nc2ccccc12 (configuration not stated) returned TDP1 cell CPT -2%, N370S GC mod 2% and FEN1 inh -9%.
C=CCCC(=O)N1C[C@H]2CON(C)[C@H]2C[C@H]1c1cccc(Nc2ccccc2)c1 was read as TDP1 cell CPT -10% and FEN1 inh 14%.
Screening CCOC(=O)C1CCCN(C(=O)C2c3ccccc3Oc3ccccc32)C1 (configuration not stated) returned TDP1 cell CPT -14%, N370S GC mod 2% and FEN1 inh -1%.
Screening O=C1CNC(=O)N1 returned TDP1 cell CPT -1%, N370S GC mod -1% and FEN1 inh 5%.
COc1ccc(C(=O)ON=C2CCN(c3ccc([N+](=O)[O-])cc3)CC2)cc1 was read as TDP1 cell CPT -31%, N370S GC mod -7% and FEN1 inh -15%.
`CCOC(=O)C1(Cc2ccc(OC)cc2)CCN(C(=O)CCn2ccc(C)n2)CC1` gave TDP1 cell CPT 1%, N370S GC mod -7% and FEN1 inh 7%.
COCCOc1cc(NC(=O)c2sccc2Oc2ccc([N+](=O)[O-])cc2F)c(Cl)cc1Cl was read as TDP1 cell CPT inconclusive, N370S GC mod 3% and FEN1 inh -1%.
COc1ccc(-n2c(SCC(=O)Nc3cc(C)on3)nc3c([nH]c4ccccc43)c2=O)cc1 was read as TDP1 cell CPT -1%, N370S GC mod 0% and FEN1 inh 1%.
`COC(=O)C1=COC(C)C2CN3CCc4c([nH]c5cc(OC)c(OC)cc45)C3CC12` (configuration not stated) gave TDP1 cell CPT inconclusive, N370S GC mod -5% and FEN1 inh -16%.
For Cc1nc(OCC(C)C)c2sc3nc4c(cc3c2n1)COC(C)(C)C4 the results were TDP1 cell CPT inconclusive, N370S GC mod -3% and FEN1 inh 14%.
Fc1ccc(-c2nnn(Cc3nc4ccccc4s3)n2)cc1 was read as TDP1 cell CPT 5%, N370S GC mod 5% and FEN1 inh -21%.
For CCn1c(C)c(C(C)=O)c(N2CCN(c3cccc(Cl)c3)CC2)nc1=S the results were TDP1 cell CPT inconclusive, N370S GC mod -2% and FEN1 inh 7%.
For O=C(Nc1ccc(N2CCCC2)cc1)C(c1ccccc1)c1ccccc1 the results were TDP1 cell CPT inconclusive, N370S GC mod -10% and FEN1 inh -4%.
Cc1nnc(SCC(=O)Nc2ccccc2)n1CCc1ccccc1 was read as TDP1 cell CPT -26%, N370S GC mod -1% and FEN1 inh -19%.
Cn1c(SCC(=O)Nc2ccccc2F)nnc1C1CCCCC1 was read as TDP1 cell CPT 5%, N370S GC mod -16% and FEN1 inh -2%.
`CC(NC(=O)c1cccs1)C1CCCO1` (configuration not stated) gave TDP1 cell CPT 20%, N370S GC mod -1% and FEN1 inh -2%.
Nc1ccc(SC(F)(F)F)cc1C(=O)c1ccccc1 was read as TDP1 cell CPT inconclusive, N370S GC mod 1% and FEN1 inh -24%.

Overlap with the part before: 7 entries, followed by the next part.
Fc1ccc(-c2nnn(Cc3nc4ccccc4s3)n2)cc1 was read as TDP1 cell CPT 5%, N370S GC mod 5% and FEN1 inh -21%.
For CCn1c(C)c(C(C)=O)c(N2CCN(c3cccc(Cl)c3)CC2)nc1=S the results were TDP1 cell CPT inconclusive, N370S GC mod -2% and FEN1 inh 7%.
For O=C(Nc1ccc(N2CCCC2)cc1)C(c1ccccc1)c1ccccc1 the results were TDP1 cell CPT inconclusive, N370S GC mod -10% and FEN1 inh -4%.
Cc1nnc(SCC(=O)Nc2ccccc2)n1CCc1ccccc1 was read as TDP1 cell CPT -26%, N370S GC mod -1% and FEN1 inh -19%.
Cn1c(SCC(=O)Nc2ccccc2F)nnc1C1CCCCC1 was read as TDP1 cell CPT 5%, N370S GC mod -16% and FEN1 inh -2%.
`CC(NC(=O)c1cccs1)C1CCCO1` (configuration not stated) gave TDP1 cell CPT 20%, N370S GC mod -1% and FEN1 inh -2%.
Nc1ccc(SC(F)(F)F)cc1C(=O)c1ccccc1 was read as TDP1 cell CPT inconclusive, N370S GC mod 1% and FEN1 inh -24%.
Screening Cc1ccc(NC(=O)N2CCCC2C(=O)NCC2CCCCC2)cc1 (configuration not stated) returned TDP1 cell CPT -1%, N370S GC mod -1% and FEN1 inh 5%.
`O=C(O)CCC(=O)N1CCN(c2ncccc2C(F)(F)F)CC1` gave TDP1 cell CPT 3%, N370S GC mod -16% and FEN1 inh 0%.
`N#CCC(=O)N/N=C/c1cccc(Oc2ccccc2)c1` gave TDP1 cell CPT 0%, N370S GC mod 6% and FEN1 inh 14%.
Screening CCc1ccc(S(=O)(=O)Nc2cccc(-c3ccc(N4CCOCC4)nn3)c2)cc1 returned TDP1 cell CPT 8.2µM* and FEN1 inh 2%.
`CN(C(=O)CSc1nc(N)cc(N)n1)C1CCS(=O)(=O)C1` (configuration not stated) gave TDP1 cell CPT 1%, N370S GC mod -6% and FEN1 inh 17%.
`Cc1nnc(SCC(=O)N(C)c2c(N)n(Cc3ccccc3)c(=O)[nH]c2=O)n1Cc1ccccc1` gave TDP1 cell CPT 17%, N370S GC mod 27% and FEN1 inh -13%.
Screening COc1cc(OC)cc(C(=O)Nc2ccc3oc(-c4ccc(Cl)cc4)nc3c2)c1 returned TDP1 cell CPT inconclusive and FEN1 inh -7%.
For CCSc1ncnc2c1sc1nc3c(cc12)COC(C)(C)C3 the results were TDP1 cell CPT -22%, N370S GC mod 3% and FEN1 inh 0%.
`Cc1nnc(SCc2ccccc2Cl)c2cc3sccc3n12` gave TDP1 cell CPT inconclusive and FEN1 inh -1%.
COc1cccc(NC(=O)c2cc3c(=O)n(C)c4ccccc4c3n2C)c1 was read as TDP1 cell CPT inconclusive and FEN1 inh 10%.
For COc1ccccc1NC(=O)Nc1nnc(C(C)C)s1 the results were TDP1 cell CPT -4%, N370S GC mod 8% and FEN1 inh -15%.
For CC(=O)Oc1cccc(O)c1 the results were TDP1 cell CPT inconclusive and N370S GC mod 11%.
CN1CCN(C(CNC(=O)C(=O)Nc2ccc(F)cc2F)c2ccc3c(c2)OCO3)CC1 (configuration not stated) was read as TDP1 cell CPT -11% and FEN1 inh 3%.
Screening Cc1ccc(NC(=O)CN(C)S(=O)(=O)c2ccc3c(c2)CCC(=O)N3)c(C)c1 returned TDP1 cell CPT -21% and FEN1 inh 14%.
For O=C(NC1CC1)c1ccc(NS(=O)(=O)c2ccc(F)cc2)cc1 the results were TDP1 cell CPT 3%, N370S GC mod -7% and FEN1 inh 12%.
CCOC(=O)N1CCN(S(=O)(=O)c2ccc(OCC(=O)OC)cc2)CC1 was read as TDP1 cell CPT -26%, N370S GC mod 0% and FEN1 inh 6%.
For Cn1c(=O)c2c(nc(CN3CCN(c4ccc(F)cc4)CC3)n2Cc2ccccc2F)n(C)c1=O the results were TDP1 cell CPT 10µM*, N370S GC mod 6% and FEN1 inh 0%.
For Cc1onc(-c2ccccc2)c1C(=O)Nc1ccc(S(=O)(=O)Nc2nccs2)cc1 the results were TDP1 cell CPT -16%, N370S GC mod -5% and FEN1 inh -5%.
Screening COC(=O)C(NC(=O)C(C)NC(=O)OCc1ccccc1)C(C)C (configuration not stated) returned TDP1 cell CPT -3%, N370S GC mod 4% and FEN1 inh 6%.
`Cc1onc(-c2c(Cl)cccc2Cl)c1C(=O)N=C(N)N1CCOCC1` gave TDP1 cell CPT -1%, N370S GC mod -13% and FEN1 inh 2%.
For CCCCCn1c(=O)[nH]c2cc(C(=O)NCc3ccco3)ccc2c1=O the results were TDP1 cell CPT -5%, N370S GC mod 26% and FEN1 inh 1%.
Screening CCOc1cc(/C=N/NC(=O)CN2CCOCC2)ccc1OCc1ccccc1 returned TDP1 cell CPT -18%, N370S GC mod -13% and FEN1 inh -7%.
Screening O=C(NCCN1CCOCC1)c1cc2cc([N+](=O)[O-])ccc2s1 returned TDP1 cell CPT 2%, N370S GC mod -2% and FEN1 inh -13%.
For CCOC(=O)c1cccc(NC(=O)CCc2c(C)nn(-c3ccc(N4CCCCC4)nn3)c2C)c1 the results were TDP1 cell CPT inconclusive and FEN1 inh -3%.
Cc1ccc(/C=C2\SC(=S)N(C(Cc3ccccc3)C(=O)O)C2=O)cc1 (configuration not stated) was read as TDP1 cell CPT 0%, N370S GC mod 1% and FEN1 inh 4%.
